# hcGAS lum – human cGAS inhibition; hit rate 0.081% among 290,000; recombinant h-cGAS, ATP depletion, Kinase-Glo luminescence; inhibition, % at 12.5 µM; AID 1259398; Q8N884;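 also: 0% = vehicle reaction and 100% = reaction without DNA for no activity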
# Target sequence (Q8N884 whole entry, looked up): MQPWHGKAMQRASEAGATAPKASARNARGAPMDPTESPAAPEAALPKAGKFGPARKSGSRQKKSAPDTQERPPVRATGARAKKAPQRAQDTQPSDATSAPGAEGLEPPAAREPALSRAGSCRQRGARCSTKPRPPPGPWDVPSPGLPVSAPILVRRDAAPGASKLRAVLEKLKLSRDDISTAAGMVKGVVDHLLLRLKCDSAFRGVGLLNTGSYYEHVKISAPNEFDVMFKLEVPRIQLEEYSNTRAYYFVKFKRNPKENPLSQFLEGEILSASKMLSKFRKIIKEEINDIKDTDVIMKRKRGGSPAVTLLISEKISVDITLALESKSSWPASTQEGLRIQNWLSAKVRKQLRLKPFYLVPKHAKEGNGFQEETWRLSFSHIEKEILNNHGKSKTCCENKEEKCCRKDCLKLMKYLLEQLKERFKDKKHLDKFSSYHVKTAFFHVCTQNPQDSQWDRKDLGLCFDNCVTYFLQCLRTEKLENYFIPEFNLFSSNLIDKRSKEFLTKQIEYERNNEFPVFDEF
# NPYLR7 ag – mosquito NPYLR7 agonism; HEK293T NPYLR7/Galpha15, GCaMP6s calcium fluorescence; AID 1259423; hit rate 0.15% among 270,000; activation, % at 10 µM; in the data active = activation above about 40%;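 also: 0% = vehicle and 100% = reference agonist at the receptor; some compounds past the cut are filed as inactive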
# mcGAS lum – mouse cGAS inhibition by luminescence; Q8C6L5; recombinant cGAS, Kinase-Glo ATP depletion luminescence; inhibition, % at 12.5 µM; hit rate 0.15% among 160,000; AID 1259399;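 also: 0% = negative control wells and 100% = reference inhibitor with no enzyme activity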
# Numbers without * were called inactive; nt = no result given; & = joins results of further samples; ! = not active in a repeat. Rule as the data show it, unless noted: active = inhibition above about 40%; inactive = the rest.
SMILES,hcGAS lum,NPYLR7 ag,mcGAS lum
Cn1c(=O)[nH]c(=O)c2c1nc(N1CCNCC1)n2Cc1ccc(Cl)c(Cl)c1,-5,-3,nt
COCc1c(C(=O)Nc2ccccc2C(=O)OC)nnn1-c1ccc(C)cc1,-11,0,-12
CCC(C)NC(=O)c1cc(NC(=O)Nc2cc(C(F)(F)F)cc(C(F)(F)F)c2)ccc1N1CCCCC1 (stereo unspecified),-7,-10,-4
Cc1cccc(C2=NOC(C)C(=O)N2C)c1 (stereo unspecified),-4,5,nt
CCc1c(C)nc(-c2cccc(C(F)(F)F)c2)nc1N1CCN(S(=O)(=O)c2ccc(OC)cc2)CC1,-6,-2,-6
COC(=O)c1cc(C=C2N=C(c3ccc(C)cc3)OC2=O)oc1C,-4,2,nt
CCc1cnc2c(c1N1CCC(C(N)=O)CC1)c(=O)n(C)c(=O)n2C,-2,-1,nt
O=C1OCCCN1CCNc1nccc(N2CCC(O)CC2)n1,-10,nt,-11
CC1([N+](=O)[O-])COC2(OC1)C(=O)Nc1ccccc12 (stereo unspecified),-7,4,nt
CCCCCCc1ccc(C(=O)N(CCOC)CC(=O)N2CC(=O)N(c3cccc(C)c3)C2)cc1,-1,7,-5
Cc1ccc2cc(CCNC(=O)C3CCCCC3)c(=O)[nH]c2c1C,-13,1,nt
COc1ccccc1CC(=O)NC1CCSc2ccccc21 (stereo unspecified),-5,3,nt
O=c1cc(CN2CCOCC2)c2cc(O)c(-c3ccccc3)cc2o1,-4,0,-9
COCC(C)NC(=S)N1CCN(CCn2c(C)ccc2C)CC1 (stereo unspecified),-14,7,nt
COc1cc2c(cc1OC)C(c1cccc(C(F)(F)F)c1)N(C(=O)C1CCC1)CC2 (stereo unspecified),-4,17,-5
CCN(C(=O)C(C)OC(=O)c1ccccc1SCC1(C)NC(=O)NC1=O)C1CCCCC1 (stereo unspecified),-8,-3,nt
COc1cccc(-c2nc(OC)nn2-c2ccc(NC(=O)c3ccccc3F)cc2)c1,-2,17,-6
COCCNC(=O)c1coc(CN(CCc2c[nH]c3ccccc23)Cc2ccc(C(F)(F)F)cc2)n1,4,5,-3
Cc1cc(C)c2c(c1)OC(O)(C(F)F)CC2=O (stereo unspecified),-4,-2,-2
O=C(CC1CCS(=O)(=O)C1)N1CCC(CO)(Cc2ccccc2)CC1 (stereo unspecified),-8,-4,nt
CC1CCN(C(=O)CC(c2ccc(Cl)cc2)c2c[nH]c3ccccc23)CC1 (stereo unspecified),-4,nt,-3
O=C1c2ccccc2C(=O)N1CNc1ccc(C23CC4CC(CC(C4)C2)C3)cc1,4,-6,-4
CC(=O)O[C@H]1C[C@@H](OC(C)=O)C(C)(C)C2C[C@@H](OC(C)=O)[C@]3(C)C(CC[C@@]4(C)[C@H](c5ccoc5)OC(=O)[C@H]5O[C@]543)[C@]21C (stereo partly specified),-3,nt,-3
Cc1c(Cl)cccc1-n1c(C(C)N(CC(C)C)C(=O)c2cccc(Br)c2)nc2ccccc2c1=O (stereo unspecified),-5,0,-4
Cc1ccc(C)c(C2CCN(C(=O)c3ccc4c(=O)n(-c5ccccc5)c(=O)[nH]c4c3)CC2)c1,1,-8,nt
Cc1cc(C)nc(CCNC(=O)Cn2nnnc2CN2CCCCCC2)n1,0,21,nt
O=C1NCCc2c(OCC(=O)N3CCCCC3)cccc21,-3,17,nt
N#CC(C=Nc1ccc(C(N)=O)cc1)c1nc(-c2cccs2)cs1 (stereo unspecified),-3,-1,-1
Cc1ccc(C2(O)CCN(C(=O)c3ccc(-n4cnnc4)cc3)CC2)nc1,-4,0,nt
C/C=C/COC(=O)C1=C(C)NC(=O)NC1c1ccc(OCC)c(OC)c1 (stereo unspecified),1,-2,nt
O=C(Nc1ccc(SCCN2CCOCC2)nn1)c1ccccc1F,1,-1,nt
Cc1ccccc1CC(=O)NC1CCN(C(=O)C2CCCCC2)CC1,-13,9,nt
CN(CC1Cc2ccccc2O1)C(=O)c1cnn2ccn(C)c12 (stereo unspecified),-2,15,nt
CCCCOc1cccc(C(=O)NC(=S)Nc2cccc(C(C)=O)c2)c1,9,6,nt
CCOc1ccc(C(=O)Nc2c(N)nc(SCc3cc(C)ccc3C)[nH]c2=O)cc1,-1,-2,-6
COc1ccc(S(=O)(=O)N2CCC3(CC2)C(=O)N(CC(=O)NCC2CCCO2)CN3c2ccccc2)cc1 (stereo unspecified),-11,nt,-10
Cc1ccc([C@H]2CN(C(=O)C3CCOCC3)C[C@@H]2N(C)C)o1,7,nt,0
COc1cccc2cc(C(=O)C3=C(O)C(=O)N(c4nnc(C)s4)C3c3ccc(F)cc3)oc12 (stereo unspecified),-2,12,2
CCOCCCN(CC(=O)N1CCc2sccc2C1c1ccc(Cl)cc1)C(=O)c1ccc(Br)cc1 (stereo unspecified),-5,nt,-4
Cc1n[nH]c(=O)nc1NC1CCCCC1,2,-5,nt
Cc1csc2nc(CN(Cc3ccco3)Cc3cccs3)cc(=O)n12,-1,-2,nt
COc1ccccc1Cn1c(C)c(C(=O)Nc2ccc(C)cc2)sc1=O,-5,-5,nt
Cc1cc(C(=O)NN=Cc2ccc(OC(F)F)cc2OC(F)F)c(C)o1,-7,6,nt
Fc1ccc(OCCCSc2nnc3ccccn23)cc1,-5,8,nt
CCCc1c(C)c2cccc(C)c2[nH]c1=O,-6,-2,-8
CC(Sc1ccc(S(=O)(=O)N(C)C)cn1)C(=O)NCc1cccs1 (stereo unspecified),-4,2,nt
Cc1cc(N2CCN(S(=O)(=O)c3ccc4c(c3)OCCCO4)CC2)n2ncnc2n1,3,-1,-1
CCCc1cc(C(=O)NCc2cccnc2N2CCN(C)CC2)ccn1,-2,-1,nt
CCOc1ccccc1-n1nnnc1SCC(C)C,-7,6,-11
O=C(O)c1ccccc1OP(=O)(O)O,5&-6,-10&-2,61*
# (next part)
SMILES,hcGAS lum,NPYLR7 ag,mcGAS lum
CC(C)SC(NC(=O)OCc1ccccc1)C(=O)N[C@@H](Cc1c[nH]c2ccccc12)C(N)=O (stereo partly specified),-2,-5,-3
CCOc1ccc(-n2nnnc2CNS(=O)(=O)c2ccc(NC(C)=O)cc2)cc1,-4,7,-7
CCCc1cc(C(=O)OC(C)C(=O)Nc2cc(S(=O)(=O)N(C)C)ccc2C)n[nH]1 (stereo unspecified),-1,1,nt
CC(C)NC(=O)c1cc(=O)c(OCc2ccccc2)co1,1,2,nt
NC(=O)c1ccccc1NC(=O)c1cccn(OCc2ccccc2F)c1=O,-4,1,-10
O=C(NS(=O)(=O)N1CCCc2ccccc21)c1ccoc1,-12,10,nt
CCc1nc2c(OCc3ccc(Cl)cc3Cl)cccn2c1N(C)C(=O)C1CC1,-3,2,-3
CNC(=O)[C@@H]1C[C@H]2CN(CCOC)C(=O)c3cccc(c32)N1C(=O)c1cccc([N+](=O)[O-])c1,-11,-1,-8
Cc1cccc(-n2nnc3c(=O)n(CC(=O)N(C)c4ccccc4)cnc32)c1,-9,-3,-9
C=CCN(C(=O)CCC(=O)OCC)C(C)C(=O)c1c(C)c(C(=O)OCC)n(C)c1C (stereo unspecified),-10,-7,-6
COc1ccc(CN2CCN(C(=O)NCc3ccccc3)CC2)cc1,-14,19,-9
Cc1cc(C)c2ncc(C(=O)NN)c(N)c2c1,-3,-8,18
COC(=O)c1c(NC(=O)c2cnn3c(C(F)(F)F)cc(-c4ccc(OC)cc4)nc23)sc2c1CCC(C)C2 (stereo unspecified),-6,8,-6
C=CCc1c(O)cc(OC)c2c(=O)c(OC)c(C)oc12,8,2,nt
Cc1ccc(C(=O)NC(=S)N(C)Cc2ccccc2)cc1,-3,5,nt
COc1ccc(CC2c3cc(OC)c(OC)cc3CC[N+]2(C)CCC(=O)OCCCCCOC(=O)CC[N+]2(C)CCc3cc(OC)c(OC)cc3C2Cc2ccc(OC)c(OC)c2)cc1OC (stereo unspecified),-4&0&1,69*!,-1
O=C(NCCn1ncccc1=O)c1ccc(-c2ccccc2)cc1,-11,1,nt
CN1CCC(Nc2ccc(C(=O)N3CCCCC3)c(Cl)c2)C1=O (stereo unspecified),4,-23,nt
COc1ccccc1C(=O)NCC(=O)N1CCCC1c1ccccc1 (stereo unspecified),-17,0,nt
CCOC(=O)c1ccc(N2C(=O)CC(N3CCN(c4cccc(C(F)(F)F)c4)CC3)C2=O)cc1 (stereo unspecified),-4,1,-4

# 3 compounds from above, arranged by count of non-hydrogen atoms, smallest number first.
SMILES,hcGAS lum,NPYLR7 ag,mcGAS lum
COc1ccccc1C(=O)NCC(=O)N1CCCC1c1ccccc1 (stereo unspecified),-17,0,nt
CCOC(=O)c1ccc(N2C(=O)CC(N3CCN(c4cccc(C(F)(F)F)c4)CC3)C2=O)cc1 (stereo unspecified),-4,1,-4
COc1ccc(CC2c3cc(OC)c(OC)cc3CC[N+]2(C)CCC(=O)OCCCCCOC(=O)CC[N+]2(C)CCc3cc(OC)c(OC)cc3C2Cc2ccc(OC)c(OC)c2)cc1OC (stereo unspecified),-4&0&1,69*!,-1

# Complete entries as entered above. Values in the order: hcGAS lum	NPYLR7 ag	mcGAS lum
# CC(C)NC(=O)c1cc(=O)c(OCc2ccccc2)co1 reads 1	2	nt
# CCc1nc2c(OCc3ccc(Cl)cc3Cl)cccn2c1N(C)C(=O)C1CC1 reads -3	2	-3
# O=C(O)c1ccccc1OP(=O)(O)O reads 5&-6	-10&-2	61*
# CCCc1cc(C(=O)OC(C)C(=O)Nc2cc(S(=O)(=O)N(C)C)ccc2C)n[nH]1 (stereo unspecified) reads -1	1	nt
# O=C1c2ccccc2C(=O)N1CNc1ccc(C23CC4CC(CC(C4)C2)C3)cc1 reads 4	-6	-4

# Carrying on:
SMILES,hcGAS lum,NPYLR7 ag,mcGAS lum
CC(Nc1ncccc1C#N)c1cccc(C(F)(F)F)c1 (stereo unspecified),4,-26,nt
COc1cccc(C(=O)N(Cc2c(C)nn(-c3ccccc3)c2N2CCN(C)CC2)CC(C)C)c1,-8,0,-5
COc1ccc(CCOC(=O)[C@@H]2CCCN2S(=O)(=O)c2ccc3c(c2)CN(C(=O)C(F)(F)F)CC3)cc1OC,-8,-4,-7
C1CNC(c2nc(C3CCOCC3)no2)C1 (stereo unspecified),-14,nt,-6
CNC(=O)NC(=O)CN1C(=O)NC2(CCCCC2C)C1=O (stereo unspecified),-4,1,nt
CCOP(=O)(CCCCNC(=O)c1ncoc1-c1ccccc1)OCC,-6,-14,-5
O=C(NCCc1csc2nc(-c3ccc(F)cc3)nn12)c1ccc(Br)o1,-7,-1,-9
Cc1ccccc1NS(=O)(=O)c1ccc(F)cc1[N+](=O)[O-],-5,3,nt
CCc1nc(N2CCNC(C(=O)O)C2)ncc1C (stereo unspecified),-1,0,nt
COc1c2occc2c(OC)c2c(=O)cc(C)oc12,-3&3&-7,-15&-4&-3,-4&-3
CCSc1nnc2ccc(-c3ccc(F)cc3)nn12,-4,-15,-7
c1ccc2c(c1)CCC(=NNc1nc3ccccc3s1)C2,-22,6,nt
COc1ccccc1N1CC(C(=O)N2CCC(NC(=O)c3cccnc3)CC2)CC1=O (stereo unspecified),-3,7,nt
CCOc1ccc(C2(O)C(C)[N+]3=C(CCCCC3)N2c2ccc(OC)cc2)cc1 (stereo unspecified),-1&-4,5&-13,nt
CCN1C(=O)C(=C2C=CC(C(F)(F)F)=CN2C)SC1=S,-7,1,nt
CCOc1ccc(C(=O)N2C[C@H]3C[C@H](O)[C@H](O)C[C@H]3C2)o1,-3,2,nt
COc1ccc(CCN(C)C(=O)c2cc(F)cc(F)c2)cc1OC,-1,-6,0
COc1ccc(-c2cc(C(C)=O)ccc2N2CCOCC2)c(OC)c1,-1,19,-16
CNc1nn(CC(=O)Nc2ccc(C(C)C)cc2)c(N)c1-c1nc(-c2ccccc2C)no1,-1,nt,-8
Cc1ccc(NS(=O)(=O)c2ccc(C(C)(C)C)cc2)cc1C,0,-4,7
COc1cc(Cl)c(C)cc1N=c1c([N+](=O)[O-])nn(-c2ccccc2)n1O,-7,3,nt
CCC(C)N(Cc1ccc(OS(=O)(=O)CC)cc1)C(=O)c1ccc(-c2ccccc2)cc1 (stereo unspecified),3,nt,0
Cc1cc(C(=O)OCC(=O)c2cccc([N+](=O)[O-])c2)c2ccccc2n1,-6,3,-5
NC(=S)N1N=C2C(=Cc3cccc([N+](=O)[O-])c3)CCCC2C1c1cccc([N+](=O)[O-])c1 (stereo unspecified),-9,2,nt
Cc1ccc2ncn(C3CCN(C(=O)c4cccc5c4OCCO5)CC3)c2c1,-6,7,-9
CC1=C(C(N)=O)C(c2cccc([N+](=O)[O-])c2)NC(=O)N1 (stereo unspecified),-2,2,-7
O=C(Cn1nnc(-c2cccs2)n1)OCc1nc2sc3c(c2c(=O)[nH]1)CCC3,0,10,-1
CNC(=O)c1ccc(=O)n(CC(=O)Nc2ccc(C(F)(F)F)cc2)c1,6,-3,nt

# High-throughput results: PubChem BioAssay, Fisher Drug Discovery Resource Center
